# Screens from PubChem BioAssay.
# RORgamma inh – qHTS for inhibitors of ROR gamma transcriptional activity | AID 2551, 2010 | 5.4% of 310,000 active | Potency, µM (top dose mostly 53.6 µM), inactives show top-dose activity change, negative = inhibition, usual class: inhibitors | Drosophila S2 Gal4-RORgamma UAS-luciferase reporter, 20 h; further: potency means the concentration at half of the fitted maximal effect; on the % scale 0 is the no-effect control and ±100 the full control effect; nearly all actives have a fitted effect of over 60% in size
#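 ROR gamma transcriptional activity was tracked as Gal4-UAS luciferase output in stably transfected Drosophila Schneider cells, with compound added 1 hr before 700 uM copper sulfate induction and a 20 hr ambient-temperature incubation.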
# KCNH2 3.1 block – qHTS for Inhibitors of KCHN2 3.1: Mutant qHTS | activity change, % (tested at about 1.8 µM) | Potassium voltage-gated channel subfamily H member 2, brain isoform KCNH2 3.1 (human) | U2OS KCNH2 3.1, thallium flux FluxOr; active compounds read low | 0.95% of 340,000 active;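 active means maximum activity change below -70%; inconclusive means maximum activity change from -70% to -50%; inactive means maximum activity change above -50%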;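 further: thallium influx rate constant from kinetic fluorescence after stimulation buffer; on the % scale 0 is the no-effect control and ±100 the full control effect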
#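 FluxOr-based Tl+ influx in U2OS cells transduced with KCNH2 3.1 virus; rate constants normalized to DMSO controls.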
# FLuc counter – qHTS profiling assay for firefly luciferase inhibitor/activator using purifed enzyme and Km concentrations of substrates (counterscreen for miR-21 project); 6.9% of 360,000 active; AID 588342, 2011; purified FLuc, Km substrates, luminescence inhibition; Potency, µM (highest dose often 57.5 µM), without a hit: top-dose activity change, negative = inhibition, usual class: inhibitors;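 further: potency means the concentration at half of the fitted maximal effect; plate controls were vehicle for no effect and reference inhibitor for full effect; nearly all actives have a fitted effect of over 55% in size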
# Target sequence (P08659 whole entry, looked up): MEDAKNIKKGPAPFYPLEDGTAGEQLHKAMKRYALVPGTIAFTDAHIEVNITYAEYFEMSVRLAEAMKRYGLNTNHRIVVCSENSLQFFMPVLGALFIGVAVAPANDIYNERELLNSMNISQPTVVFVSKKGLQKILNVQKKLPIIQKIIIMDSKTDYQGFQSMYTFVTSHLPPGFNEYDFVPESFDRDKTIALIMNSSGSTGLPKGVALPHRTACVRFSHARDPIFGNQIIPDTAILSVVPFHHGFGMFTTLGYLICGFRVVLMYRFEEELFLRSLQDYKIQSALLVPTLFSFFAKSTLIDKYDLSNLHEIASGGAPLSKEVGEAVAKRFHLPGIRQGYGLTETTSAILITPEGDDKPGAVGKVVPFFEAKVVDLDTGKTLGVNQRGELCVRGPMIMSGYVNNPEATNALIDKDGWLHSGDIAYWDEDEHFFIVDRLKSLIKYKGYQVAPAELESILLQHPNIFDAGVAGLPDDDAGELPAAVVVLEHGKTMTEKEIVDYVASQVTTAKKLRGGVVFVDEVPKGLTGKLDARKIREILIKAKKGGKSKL
#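 Purified P. pyralis luciferase (10nM final) with 10uM D-luciferin and 10uM ATP (Km levels) in 50mM Tris acetate pH 7.5, 10mM Mg acetate, 0.01% Tween-20, 0.05% BSA; qHTS 6-point titration, ~60 µM downward; luminescence read.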
# ELG1 genotox – qHTS screen for small molecules that induce genotoxicity in human embryonic kidney (HEK293T) cells expressing luciferase-tagged ELG1. AID 504466, 2011. Potency, µM (titrated, usually from 46 µM), for inactives: at the top dose activity change, positive = activation, most hits filed as activators. HEK293T ELG1-luciferase reporter, luminescence, 16 h. 1.3% of 330,000 active; further: potency means the concentration at half of the fitted maximal effect; % of control where 0% means no effect; nearly all actives have a fitted effect of over 60% in size
#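 Genotoxic stress is detected as increased luminescence from luciferase-tagged ELG1 in HEK293T cells, measured with ONE-Glo after a 16 hr treatment at 37 °C.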
# VP16 counter – VP16 counterscreen qHTS for inhibitors of ROR gamma transcriptional activity; Drosophila S2 Gal4-VP16 UAS-luciferase, luminescence, 20 h; 3.5% of 310,000 active; AID 2546, 2010; Potency, µM (top dose mostly 53.6 µM), inactives show top-dose activity, negative = inhibition, actives largely listed as inhibitors;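 further: Gal4-VP16 expression switched on by copper sulfate through the metallothionein promoter; potency means the concentration at half of the fitted maximal effect; on the % scale 0 is the no-effect control and ±100 the full control effect; nearly all actives have a fitted effect of over 50% in size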
# Coupling enz – qHTS Assay for Inhibitors of Fructose-1,6-bisphosphate Aldolase from Giardia Lamblia: Coupling assay counterscreen; AID 2472, 2010; activity change, negative = inhibition, % at 58.2 µM, hits read low; 0.67% of 290,000 active; coupling enzyme system counterscreen, AmpLite Red fluorescence; in the data active means activity change below about -30%; further: on the % scale 0 is the no-effect control and ±100 the full control effect
#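 Final compound at 57.5 uM, incubated 10 min at RT with coupling enzyme reagent (glyceraldehyde-3-phosphate), then 20 min with substrate and AmpLite Red detection. Fluorescence read at 525/598 nm; tests interference with the coupling assay, not aldolase inhibition.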
# Tb PFK block – qHTS Assay to Find Inhibitors of T. brucei phosphofructokinase. ATP-dependent 6-phosphofructokinase (Trypanosoma brucei brucei), O15648. T. brucei PFK, ADP-Glo luminescence. Potency, µM (highest dose often 57.5 µM), inactives show top-dose activity, negative = inhibition, usual class: inhibitors. 0.17% of 330,000 active. AID 485367, 2010;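 further: potency means the concentration at half of the fitted maximal effect; 0% = uninhibited 1x PFK enzyme wells and -100% = no-enzyme wells; nearly all actives have a fitted effect of over 60% in size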
# Target sequence (O15648 whole entry, looked up): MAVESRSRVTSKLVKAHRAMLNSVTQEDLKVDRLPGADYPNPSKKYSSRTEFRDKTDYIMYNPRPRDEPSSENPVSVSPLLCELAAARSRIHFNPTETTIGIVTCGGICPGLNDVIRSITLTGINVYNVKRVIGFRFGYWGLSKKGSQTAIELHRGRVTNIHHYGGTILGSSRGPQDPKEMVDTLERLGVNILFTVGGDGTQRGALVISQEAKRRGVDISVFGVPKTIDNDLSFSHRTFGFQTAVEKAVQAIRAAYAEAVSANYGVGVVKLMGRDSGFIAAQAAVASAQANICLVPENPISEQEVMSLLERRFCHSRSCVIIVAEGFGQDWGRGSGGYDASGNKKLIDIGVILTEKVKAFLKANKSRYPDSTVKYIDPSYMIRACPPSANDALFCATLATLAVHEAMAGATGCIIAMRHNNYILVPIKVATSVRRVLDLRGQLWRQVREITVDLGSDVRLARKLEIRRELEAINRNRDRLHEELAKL
#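 PFK 1.25 nM, F6P 0.5 mM, ATP 0.1 mM, 0.1 M TEA pH 8.0, 5 mM MgCl2, 0.01% Tween20, 0.1% BSA; 45 min RT. ADP-Glo readout. qHTS titration up to 57 uM; curves fitted, compounds curve-classed.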
# Giardia kill – Small Molecules that selectively kill Giardia lamblia: qHTS. Giardia lamblia trophozoite viability. activity change, % at 7.66 µM, hits read low. 0.15% of 340,000 active. AID 540267, 2011; in the data active means activity change below about -80%; inconclusive means between about -30% and that limit;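 further: parasites exposed to compound for two days anaerobically before the ATP read; on the % scale 0 is the no-effect control and ±100 the full control effect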
#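 Giardia trophozoites, 100 cells per well, were exposed to compounds for 48 hrs at 37 deg C under anaerobic conditions; viability was then read as ATP content by bioluminescence after 15-30 min at room temperature.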
# NPC1 promoter act – qHTS Assay for NPC1 Promoter Activators | Huh7 NPC1 promoter luciferase reporter, 24 h | Potency, µM (highest dose often 9.22 µM), without a hit: top-dose activation, hits mostly activators | 2.4% of 320,000 active | AID 485313, 2010;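 further: potency means the concentration at half of the fitted maximal effect; % of control where 0% means no effect; nearly all actives have a fitted effect of over 60% in size; reporter is driven by a mutant NPC1 promoter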
#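 Cells: Huh7 expressing luciferase under the NPC1 promoter, 1500/well. Seeded 2 h, compound added, incubated 24 h at 37 °C. Luciferase reagent, 10 min ambient, then luminescence.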
# uPA generation – qHTS for Inhibitors of Cell Surface uPA Generation | 0.31% of 330,000 active | Potency, µM (titrated, usually from 38.3 µM), for inactives: at the highest dose activity change, negative = inhibition, hits mostly inhibitors | cell surface uPA generation assay, qHTS; active means well fitted inhibition curve with a large enough effect; inconclusive means small, poorly fitted or top-dose-only effect; inactive means no such curve, though single readings can be large or run the other way; tested in mouse RAW 264.7 cells; further: potency means the concentration at half of the fitted maximal effect; on the % scale 0 is the no-effect control and ±100 the full control effect; nearly all actives have a fitted effect of over 55% in size
# Rab9 promoter act – qHTS Assay for Rab9 Promoter Activators; AID 485297, 2010; 2.8% of 320,000 active; Potency, µM (series often up to 9.22 µM), without a hit: at the highest dose activation, negative = inhibition, most hits filed as activators; Huh7 Rab9 promoter-luciferase reporter, luminescence, 24 h; further: potency means the concentration at half of the fitted maximal effect; % of control where 0% means no effect; nearly all actives have a fitted effect of over 60% in size
#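 Measured in stably transfected Huh7 cells bearing a Rab9 promoter–luciferase construct: 24 h compound treatment at 37 °C, followed by luminescence detection.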
# Numbers without * were called inactive; ? = inconclusive; · = no result given; [ ] = another dose, or the depositor's remark. Unless noted, the call rests on the fitted dose curve; in most records, active means well fitted curve in the direction sought with a large enough effect; inconclusive means small, poorly fitted or top-dose-only effect, or another doubt; inactive means no such curve, though single readings can be large; an effect the other way counts as inactive or inconclusive. This is a random part of the collection. Share with any hit: about 14%.
1. CN(C)C(CNC(=O)c1ccc(S(=O)(=O)N(C)C)cc1)Cc1ccccc1 (stereo unspecified)
2. O=C(Nc1ccccc1C(=O)NCCN1CCOCC1)c1ccc(Cl)cc1Cl
3. CCOC(=O)C1=C(C)NC(C)=C(C(=O)OCC)C1c1ccc(OC)cc1
4. COc1ccccc1CNCC(=O)Nc1ccc(C#N)cc1
5. CN/N=C/c1ccc(C#N)cc1
6. O=C(NC1CC1)c1cc2cc(Br)ccc2s1
7. CC1CCCN(S(=O)(=O)c2ccc3oc(=O)ccc3c2)C1 (stereo unspecified)
8. Cc1cc([N+](=O)[O-])ccc1NC(=O)c1ccco1
9. O=C(NCc1cccnc1)c1cnc2ccccc2n1
10. O=C(O)C1CCCN1S(=O)(=O)c1cccs1 (stereo unspecified)
screen / no.	1	2	3	4	5	6	7	8	9	10
RORgamma inh	32%	26%	4%	-2%	15%	?	-15%	-2%	15%	-18%
KCNH2 3.1 block	-6	8	3	-3	27	3	-7	-19	7	·
FLuc counter	2%	1%	-1%	-3%	-2%	?	2%	0%	3%	-1%
ELG1 genotox	4%	-3%	-3%	-4%	0%	0%	0%	3%	-2%	6%
VP16 counter	-3%	-4%	-3%	-3%	-3%	6%	-10%	-30%	2%	-1%
Coupling enz	3	-1	1	1	0	-9	·	1	5	-3
Tb PFK block	2%	4%	-1%	1%	6%	-2%	0%	-6%	2%	5%
Giardia kill	-23	0	-25	6	-8	-9	-17	-24	1	·
NPC1 promoter act	-3%	-5%	-1%	0%	-4%	25%	0%	-4%	2%	0%
uPA generation	2%	7%	-3%	-2%	-11%	-9%	0%	-2%	1%	·
Rab9 promoter act	3%	-1%	4%	-6%	-3%	?	10%	1%	-3%	-2%

11. O=C1OCCC1Sc1nnc(-c2ccc(Cl)cc2)n1Cc1ccccc1 (stereo unspecified)
12. O=C(CSc1ccc2c(c1)OCCO2)Nc1cccnc1Cl
13. S=C(NCCc1ccccn1)NC1CC2CCC1C2 (stereo unspecified)
14. C[C@H](CO)N1C[C@H](C)[C@@H](CN(C)C(=O)Nc2ccccc2)Oc2c(cccc2N(C)C)C1=O
15. O=C(Cc1c(Sc2ccccc2)c2ccccc2n1Cc1ccccc1)NCCO
16. CC(C)Oc1cccc(C(=O)NC(=S)NCc2cccnc2)c1
17. Cc1cc(C)nc(SCc2nnc(SCC(=O)Nc3ncc(C)s3)n2Cc2ccco2)n1
18. CN(C)c1ccc(C(=O)N2CCCC(N3CCN(Cc4ccc5c(c4)OCO5)CC3)C2)cc1 (stereo unspecified)
19. CC(C)OCCCn1c(=O)c2ccccc2n2c(CCC(=O)NCc3ccccn3)nnc12
20. COc1cccc(OCCNS(=O)(=O)c2ccccc2[N+](=O)[O-])c1
screen / no.	11	12	13	14	15	16	17	18	19	20
RORgamma inh	-41%	30%	6.3µM*	·	?	?	?	15%	-4%	·
KCNH2 3.1 block	-8	5	-23	1	17	4	-3	-12	22	-5
FLuc counter	2%	-9%	?	·	4%	2%	-1%	-7%	3%	·
ELG1 genotox	1%	-10%	14%	1%	-4%	-4%	1%	-3%	-3%	-1%
VP16 counter	?	-2%	?	·	-15%	?	-2%	2%	2%	·
Coupling enz	2	2	3	·	-1	-1	1	·	·	·
Tb PFK block	-10%	-1%	0%	-6%	1%	0%	-2%	0%	-4%	3%
Giardia kill	-5	29	7	6	36[activator]	3	8	7	1	-24
NPC1 promoter act	-1%	-1%	?	·	1%	1%	-4%	-2%	-5%	·
uPA generation	2%	-4%	9%	-11%	-12%	-3%	-2%	-25%	11%	0%
Rab9 promoter act	-3%	0%	28%	·	3%	-5%	-10%	-4%	2%	·

# A run of entries from further up, for reference:
10. O=C(O)C1CCCN1S(=O)(=O)c1cccs1 (stereo unspecified)
11. O=C1OCCC1Sc1nnc(-c2ccc(Cl)cc2)n1Cc1ccccc1 (stereo unspecified)
12. O=C(CSc1ccc2c(c1)OCCO2)Nc1cccnc1Cl
13. S=C(NCCc1ccccn1)NC1CC2CCC1C2 (stereo unspecified)
14. C[C@H](CO)N1C[C@H](C)[C@@H](CN(C)C(=O)Nc2ccccc2)Oc2c(cccc2N(C)C)C1=O
15. O=C(Cc1c(Sc2ccccc2)c2ccccc2n1Cc1ccccc1)NCCO
16. CC(C)Oc1cccc(C(=O)NC(=S)NCc2cccnc2)c1
17. Cc1cc(C)nc(SCc2nnc(SCC(=O)Nc3ncc(C)s3)n2Cc2ccco2)n1
screen / no.	10	11	12	13	14	15	16	17
RORgamma inh	-18%	-41%	30%	6.3µM*	·	?	?	?
KCNH2 3.1 block	·	-8	5	-23	1	17	4	-3
FLuc counter	-1%	2%	-9%	?	·	4%	2%	-1%
ELG1 genotox	6%	1%	-10%	14%	1%	-4%	-4%	1%
VP16 counter	-1%	?	-2%	?	·	-15%	?	-2%
Coupling enz	-3	2	2	3	·	-1	-1	1
Tb PFK block	5%	-10%	-1%	0%	-6%	1%	0%	-2%
Giardia kill	·	-5	29	7	6	36[activator]	3	8
NPC1 promoter act	0%	-1%	-1%	?	·	1%	1%	-4%
uPA generation	·	2%	-4%	9%	-11%	-12%	-3%	-2%
Rab9 promoter act	-2%	-3%	0%	28%	·	3%	-5%	-10%

# (next part)
21. O=C(NCC(c1ccco1)N1CCCCC1)c1ccc(COc2ccccc2)cc1 (stereo unspecified)
22. CC(C)CNS(=O)(=O)c1ccc(CCC(=O)NC2CCCC2)cc1
23. CCC(C)(C(=O)NC1CCCC1)N(C(=O)CC1NC(=O)NC1=O)c1c(C)n(C)n(-c2ccccc2)c1=O (stereo unspecified)
24. CN(C)CCC1CCN(c2cc(C#N)c(C#N)cc2[N+](=O)[O-])CC1
25. Cc1[nH]c2ccccc2c1/C=N/Nc1nc(N2CCCCC2)nc(N2CCCCC2)n1
26. CCN(CC)CCCNC(=S)N1CCN(c2nc(-c3ccc(F)cc3)cs2)CC1
27. Cc1nc2c(Cl)cccc2[nH]1
28. C#CCN1C(=O)C(O)(c2c(C)[nH]c3ccccc23)c2ccccc21 (stereo unspecified)
29. CNC(=S)N(CCc1c(C)[nH]c2ccc(C)cc12)Cc1cccnc1
30. O=C(CN1CCN(S(=O)(=O)c2ccc(Cl)s2)CC1)N1CCOCC1
31. COc1ccc(CCNC(=O)Cn2nnc(-c3ccc(N(C)C)cc3)n2)cc1OC
32. CCOC(=O)N1CCN(C(=O)COC(=O)CSc2ccc([N+](=O)[O-])cc2)CC1
screen / no.	21	22	23	24	25	26	27	28	29	30	31	32
RORgamma inh	·	2%	-11%	-22%	-24%	?	-5%	18%	-3%	9%	?	·
KCNH2 3.1 block	-17	5	2	8	2	7	11	14	-3	1	15	-2
FLuc counter	-2%	-1%	-3%	6%	-5%	1%	3%	-2%	2%	5%	17µM*	1%
ELG1 genotox	-7%	-3%	1%	-8%	-5%	9%	1%	-2%	1%	-3%	0%	0%
VP16 counter	·	-9%	-4%[10 µM]	28%	-11%	-8%	-3%	-9%	-4%	11%	-2%	·
Coupling enz	·	-1	5	3	-11	4	0	1	0	0	2	·
Tb PFK block	4%	-1%	-1%	2%	-4%	-2%	-7%	-3%	-4%	2%	-7%	-1%
Giardia kill	-1	-12	1	-19	?	-24	3	1	11	9	5	7
NPC1 promoter act	0%	-3%	-3%	0%	1%	0%	0%	-10%	-4%	0%	0%	-4%
uPA generation	-16%	27%	7%	6%	0%	-4%	1%	0%	6%	2%	3%	1%
Rab9 promoter act	-4%	-4%	-10%	-2%	-4%	-2%	12%	2%	-6%	-2%	0%	0%
